# PLC-beta3 inh = blocks human PLC-beta3 enzyme activity | AID 720704 | inhibition, % at 12.2 µM | 370,000 tested, 0.18% active | Purified PLC-beta3, fluorogenic substrate, fluorescence; in the data active = inhibition above about 11%;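 note: 0% = median of compound wells on plate and 100% = full blocker control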
# DDE Tn6 FP inh = disrupts Tn6 cyclic peptide binding to fibrin D-Dimer-E complex; P02675; Fibrin DD(E) TRITC-Tn6 fluorescence polarization displacement; inhibition, % at 8.3 µM; 370,000 tested, 0.21% active; AID 720509;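 active = inhibition above a per-campaign cutoff: mean of compounds within control limits plus 3 SD, cut at about 15% in these data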;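 note: 0% = median of all compound wells on the plate and 100% = blocking peptide control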
# Target sequence (P02675 whole entry, looked up): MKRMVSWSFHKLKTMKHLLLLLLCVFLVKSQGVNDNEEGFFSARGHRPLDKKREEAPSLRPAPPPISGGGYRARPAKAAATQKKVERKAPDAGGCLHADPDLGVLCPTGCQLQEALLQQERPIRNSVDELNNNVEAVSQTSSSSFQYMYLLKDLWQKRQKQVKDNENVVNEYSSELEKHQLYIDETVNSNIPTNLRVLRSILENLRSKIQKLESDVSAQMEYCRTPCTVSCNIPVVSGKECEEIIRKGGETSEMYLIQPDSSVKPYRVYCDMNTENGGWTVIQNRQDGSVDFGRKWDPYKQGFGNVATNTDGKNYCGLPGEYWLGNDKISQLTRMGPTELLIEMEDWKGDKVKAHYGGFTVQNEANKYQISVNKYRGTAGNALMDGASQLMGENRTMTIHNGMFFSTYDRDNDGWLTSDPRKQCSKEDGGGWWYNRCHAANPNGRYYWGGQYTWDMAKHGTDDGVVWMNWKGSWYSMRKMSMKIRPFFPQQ
# ADAM17 inh = ADAM17 inhibition, QFRET primary screen; P78536; recombinant ADAM17, EDANS/DABCYL FRET peptide cleavage; inhibition, % at 6.95 µM; 370,000 tested, 0.83% active; AID 720648;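 active = inhibition above the mean of compounds lying between control limits plus 3 SD, set per campaign, cut at about 8.5% in these data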;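 note: 0% = DMSO-only wells as the low control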
# PLC-gamma1 inh = blocks human PLC-gamma1 enzyme activity; purified PLC-gamma1, fluorogenic substrate, fluorescence; inhibition, % at 12.2 µM; P19174; AID 720700; 370,000 tested, 0.84% active; in the data active = inhibition above about 9.5%
# SIAE primary = blocks human sialic acid acetylesterase | Q9HAT2 | SIAE FP-Rh probe binding, fluorescence polarization | inhibition, % at 9.66 µM | 370,000 tested, 0.69% active | AID 1053197;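 active = inhibition above a cutoff: mean of compounds within the control limits plus 3 SD of those, cut at about 17% in these data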;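 note: 0% = plate median of compound wells and 100% = probe without SIAE protein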
# ASAP1 GAP inh = blocks human ASAP1-stimulated Arf1 GTP hydrolysis | GDP FP detection | inhibition, % at 16.5 µM | 360,000 tested, 0.19% active | AID 624377; in the data active = inhibition above about 25%;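 note: 0% = vehicle with enzyme and substrate and 100% = no enzyme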
# DDE Tn7 FP inh = inhibitors of Tn7 peptide binding to human fibrin DD(E); P02675; FP displacement of FITC-Tn7 peptide from fibrin DD(E); 0% = median of compound wells per plate; inhibition, % at 8.3 µM; 370,000 tested, 0.13% active; AID 720508;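 active = inhibition above the mean of compounds falling within the control limits plus 3 SD of them, cut at about 14% in these data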;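 note: 0% = plate median of compound wells and 100% = 10 µM Aha-Tn7 peptide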
#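 Also added: labelled Tn7 tracer, 0.1 µM; Assay system: human fibrin DD(E) protein; Amount: 2 µM fibrin DD(E); Schedule: 10 min compound pre-incubation, 3 h probe incubation at room temperature; Repeats: one replicate per compound; Read-out basis: percent inhibition; Measured by: fluorescence polarization of the labelled Tn7 tracer.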
# ADAM10 inh = inhibits human ADAM10; recombinant ADAM10, EDANS/DABCYL FRET peptide cleavage, 3 h; inhibition, % at 7 µM; 370,000 tested, 0.62% active;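 active = inhibition above a per-campaign cutoff equal to the mean of compounds falling between control-based bounds plus 3 SD, cut at about 20% in these data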;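 note: 0% = DMSO wells while the 100% control is not disclosed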
# TDP2 absorb = blocks human TDP2 phosphodiesterase activity; O95551; recombinant TDP2, T5PNP hydrolysis, p-nitrophenol absorbance 415 nm; inhibition, % at 12.8 µM; 370,000 tested, 0.34% active;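 active = inhibition above the mean of all tested compounds plus 3 SD, set per campaign, cut at about 25% in these data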;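 note: 0% = DMSO with enzyme and 100% = buffer with substrate but no TDP2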
# Target sequence (O95551 whole entry, looked up): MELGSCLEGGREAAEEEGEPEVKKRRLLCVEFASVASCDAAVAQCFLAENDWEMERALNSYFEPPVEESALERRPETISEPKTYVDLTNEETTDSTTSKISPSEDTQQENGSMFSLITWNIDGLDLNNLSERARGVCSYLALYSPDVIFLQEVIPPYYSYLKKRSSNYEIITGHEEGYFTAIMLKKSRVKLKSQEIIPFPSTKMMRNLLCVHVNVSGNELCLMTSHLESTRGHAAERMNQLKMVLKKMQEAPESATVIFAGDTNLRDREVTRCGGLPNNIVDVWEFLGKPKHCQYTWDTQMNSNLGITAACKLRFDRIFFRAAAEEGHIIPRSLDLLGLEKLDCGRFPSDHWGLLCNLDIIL
#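 Material: recombinant human TDP2; quantity: TDP2 enzyme at 120 nM final; medium: Tris-HCl pH 7.5 with MgCl2; compound: single concentration, 12.8 µM nominal, with 1% DMSO; incubation: 2 h enzyme incubation at 37 °C; signal: epi absorbance; measure: percent inhibition; benchmarks: high control without enzyme, low control DMSO plus TDP2; repeats: singlicate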
# ARFGAP1 inh = inhibitors of rat ARFGAP1. Q62848. Arfgap1-stimulated ARF1 GTP hydrolysis, GDP FP detection. inhibition, % at 16.5 µM. 360,000 tested, 0.26% active;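 active = inhibition above a per-plate limit, mean inhibition of low control wells plus 3 SD, cut at about 25% in these data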;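 note: 0% = DMSO wells with enzyme and 100% = wells lacking Arfgap1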
# Target sequence (Q62848 1-136 limits assumed): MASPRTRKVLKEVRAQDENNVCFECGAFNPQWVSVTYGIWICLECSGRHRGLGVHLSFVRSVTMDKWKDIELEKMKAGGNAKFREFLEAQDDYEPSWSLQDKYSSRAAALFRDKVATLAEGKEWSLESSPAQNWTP
#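 material = rat Arfgap1 catalytic domain, aa 1-136 | also added = human ARF1(Δ1-17)-GTP substrate | compound dosing = one concentration, 16.5 µM, DMSO 1.26% | times = GTP hydrolysis reaction 2 h at 25 °C | measured by = FP, GDP Alexa 633 tracer displaced from anti-GDP antibody, 620/688 nm | evaluation = percent inhibition of Arfgap1-stimulated GTP hydrolysis | replication = single well per compound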
# * marks the source's active call; other numbers are inactive results; i = inactive.
SMILES,PLC-beta3 inh,DDE Tn6 FP inh,ADAM17 inh,PLC-gamma1 inh,SIAE primary,ASAP1 GAP inh,DDE Tn7 FP inh,ADAM10 inh,TDP2 absorb,ARFGAP1 inh
COc1ccc(-c2cnc3c(NC=O)cc(-c4ccc(F)cc4)cn23)cc1OC,-35,-6,-3,-24,10,14,-6,-6,-13,4
CCOc1cc(C(=O)OCC(=O)Nc2ccc(SC(F)F)cc2)cc(OCC)c1OCC,-2,-6,10*,-1,-47,23,0,19,0,11
CCOC(=O)N1CCN(S(=O)(=O)c2ccc(F)c(C(=O)Nc3cccc(C)c3C)c2)CC1,-2,-4,-5,6,-4,0,2,-5,-8,0
O=C(CCN1C(=O)c2ccccc2C1=O)Nc1ccccc1C(=O)N1CCOCC1,1,5,-3,1,-3,6,6,-2,6,6
CN1CCOc2ccc(S(=O)(=O)NCCc3ccc(Cl)cc3)cc21,-7,3,6,13*,-2,9,4,13,-11,-5
Cc1ccc(N2C(=O)CC(Sc3ccccc3C(=O)O)C2=O)cc1 (stereo not drawn),-4,6,-1,1,7,4,2,-6,5,-1
Cn1nnnc1Sc1ncnc2scc(-c3ccc(F)cc3)c12,-8,1,-5,-9,-4,4,-2,-8,-6,1
O=C(COc1ccc(Cl)cc1Br)NCC(c1ccco1)N1CCCC1 (stereo not drawn),-16,-9,-1,-8,2,0,-3,-18,-2,4
CN1CCN(C(=S)C(=O)Nc2ccccc2)CC1,2,7,-2,0,8,5,-6,1,23,-9
COCCCNc1nc2nonc2nc1N1CCC(C(C)N2CCOCC2)CC1 (stereo not drawn),4,2,1,0,3,-2,5,-6,6,12
COc1ccc(C)cc1-n1c(=O)c2ccccc2c2ccccc2c1=O,-4,0,-4,3,-2,-6,-10,0,3,8
Cc1ccc(NC(=O)c2cc([N+](=O)[O-])ccc2N2CCOCC2)cc1S(=O)(=O)N1CCOCC1,-4,6,-1,2,-4,1,2,5,2,11
CCCn1c(N)c(N(CCOC)C(=O)c2ccc(C#N)cc2)c(=O)[nH]c1=O,-7,9,-4,-2,-2,-6,3,-6,1,-14
O=C(O)c1cccc(-c2csc(C(O)c3ccc(F)c(F)c3)n2)c1 (stereo not drawn),-6,-4,-4,-5,2,6,-1,-17,-3,20
O=C(NNC(=O)c1ccccc1F)c1cccc(Cl)c1,-2,-4,0,4,-1,6,-3,0,-1,0
COC(=O)c1c(F)c(F)c(NCCO)c(F)c1F,3,-2,-1,1,-1,-2,-1,2,-3,-4
O=C(c1ccccc1)c1ccccn1,4,-2,0,2,0,4,-5,1,-3,-15
CO[C@@H]1CN(C)C(=O)c2cc(NC(=O)NC3CCCCC3)ccc2OC[C@@H](C)N(CCc2ccccc2)C[C@H]1C,4,-5,9,2,0,-7,4,10,-8,-12
CC(Sc1ccccc1F)C(=O)Nc1ccc2c(c1)OCCO2 (stereo not drawn),1,-1,-6,1,7,7,2,-2,9,-6
COc1ccc(S(=O)(=O)Nc2cccc3c2O[C@H](CN(C)S(=O)(=O)c2ccc(F)cc2)[C@H](C)CN([C@H](C)CO)C3=O)cc1,6,-2,8,4,-4,-2,3,16,-9,9
CCn1nc(C(=O)OCC(=O)c2c[nH]c3ccccc23)c2ccccc2c1=O,-11,1,-1,-8,-14,15,9,6,7,-2
Cc1ccccc1NS(=O)(=O)c1cc(S(C)(=O)=O)ccc1C,2,-2,1,1,1,-3,5,-5,5,-3
Cc1ccc(NC2CCCN(C(=O)CCC3(C)CC3)C2)cc1C (stereo not drawn),0,-2,2,1,3,-2,-3,8,-9,-1
CC(CC(=O)NNC(=O)c1ccncc1)c1ccccc1 (stereo not drawn),-1,-1,-4,2,-5,-4,-4,3,-1,-3
COc1ccc(OC)c(CN2CCCC(CO)C2)c1 (stereo not drawn),-3,4,-4,-1,2,-4,1,3,0,-6
O=C(Nn1cnnc1)c1cc(Cl)ccc1Cl,-8,-1,-5,-5,0,1,3,0,5,-14
O=C(Nc1ccccc1C(=O)O)c1cc(S(=O)(=O)NCc2ccccc2)ccc1Cl,-9,4,4,1,-2,3,-10,9,-15,8
COC(=O)c1ccc(OCC(=O)c2ccccc2OC)cc1,-6,3,-3,-3,0,-11,1,-6,6,5
Cc1cc(C(F)(F)F)c(C#N)c(Sc2ccccc2)n1,0,-1,-4,1,1,-7,5,-12,-8,-4
CC1=CC(C)(C)N(C(=O)CCl)c2ccccc21,6,-6,0,2,-1,14,-7,4,-10,-3
CC(C)c1ccc(NC(=O)c2n[nH]c(=O)c3ccccc23)cc1,2,-1,-1,1,0,-8,1,-1,8,-1
CC1CCCC(NC(=O)COC(=O)/C=C/c2ccco2)C1C (stereo not drawn),-11,2,-3,-5,1,4,5,-12,-1,5
COc1ccc(C(=O)Nc2nc3nccc(-c4ccccc4)n3n2)cc1,-5,5,-7,-8,-3,-15,6,2,3,-9
COc1ccc(/C=C2\N=C(SC)SC2=O)cc1OC,1,0,-5,1,-3,12,4,2,7,-5
CCCCn1c2nc3ccccc3nc2c2c(=O)n(CC(C)C)cnc21,-10,1,-10,-4,-13,-1,2,-20,-9,7
COc1ccc(/C=C2\SC(=S)N(CCC(=O)N3CCCCC3CCO)C2=O)cc1 (stereo not drawn),-9,0,1,-1,-8,-17,-2,7,-17,-6
C/C(=N\NC(=O)COc1cccc(Cl)c1)c1ccc2c(c1)OCCO2,-3,-3,-3,-5,1,-6,-1,-2,-10,-7
O=C(/C=C/c1cccs1)c1ccc(NC(=O)c2ccccc2F)cc1,-2,-4,2,3,-7,2,10,-6,-2,2
Nc1nnc(SCCN2C(=O)c3ccccc3C2=O)s1,1,1,0,1,2,2,-2,-1,-8,-1
Cc1[nH]c2c(C)cccc2c(=O)c1CN1CCCCCC1,-11,4,-5,-5,12,-7,16*,-3,1,-7
O=C1CN(C(=O)c2ccc(Br)o2)C(c2ccc(F)cc2)c2cc(Cl)ccc2N1 (stereo not drawn),1,6,2,4,5,7,3,8,11,-9
COc1ccc(NC(=O)N(C)C[C@H]2Oc3c(NC(=O)NC4CCCCC4)cccc3C(=O)N([C@H](C)CO)C[C@@H]2C)cc1,1,-7,0,1,0,3,-4,-4,3,8
C=C(C)C1CCC(C)=C1COC(=O)Nc1ccccc1 (stereo not drawn),1,-2,1,2,-4,1,-2,12,5,-2
Cn1c(N)c(S(=O)(=O)N2CCN(Cc3ccccc3)CC2)c(=O)n(C)c1=O,-4,3,-3,-3,-1,0,1,-6,4,3
NC(N)=NN=Cc1ccnc2ccccc12,-3,8,-9,0,11,-5,0,-23,12,-16
CCOc1ccc2nc(SCC(=O)NCc3ccc(S(N)(=O)=O)cc3)sc2c1,1,6,-2,-3,-2,4,10,-1,9,4
Cc1ccc(C(NC(N)=O)c2ccccc2C)cc1 (stereo not drawn),1,-6,1,7,-1,3,-3,-5,-1,6
O=C(NNC(=O)C1COc2ccccc2O1)c1ccccc1 (stereo not drawn),-2,2,-6,1,2,4,2,1,13,-5
CCOC(=O)CCn1c(CC(=O)OCC)nc2ccccc21,1,-8,-1,2,1,11,-4,3,1,-4
Cc1nn(CCC#N)c2nc(-c3ccccc3)cc(C(F)(F)F)c12,-22,1,-19,-17,-3,-8,1,-52,-8,-16
O=C(Nc1ccccc1)NC1(C(=O)NCc2ccco2)CCCCC1,0,10,-4,2,-3,6,3,-5,-5,9
Cc1c(C(=O)N2CCN(C(=O)c3ccco3)CC2)sc2nc(-c3ccc(F)cc3)cn12,0,8,-2,1,4,9,5,-1,-2,-12
CC(C)c1cc(=O)oc2c3c4c(cc12)CCCN4CCC3,i,-1,-403,i,-4,-9,3,i,-3,-4
CN1CCN(S(=O)(=O)c2ccc(-c3ccc(Cl)cc3)cc2)CC1,4,3,-1,-4,2,0,0,1,-7,-9
Cc1cc2cc(C)c3nnc(SCC(=O)Nc4ccc(S(=O)(=O)N5CCCCC5)cc4)n3c2cc1C,1,9,1,5,7,-1,8,-1,-6,6
S=C(NC1CCCCC1)N1CCOCCOCCN(C(=S)NC2CCCCC2)CCOCCOCC1,-7,-1,-4,-1,-2,-4,-1,-3,-14,-1
Cc1nc(SCC(=O)Nc2ccc(Cl)cc2[N+](=O)[O-])nc(C)c1C,2,2,6,-1,-1,-16,-3,1,-2,5
Cc1c(C(=O)N(Cc2ccc(N(C)C)cc2)CC2CCCO2)oc2ccccc12 (stereo not drawn),1,4,10.0*,7,-1,10,5,11,-28,10
CCCc1cc(C(=O)Nc2ccc(F)cc2F)no1,3,1,-4,2,0,6,-3,1,4,2
CCCc1cn(CC(C)n2c(=O)c3ccccc3n2Cc2cc(C(C)C)no2)nn1 (stereo not drawn),-37,4,-71,-24,0,-9,1,-272,6,-4

# A second format for part of the listing above:
# Each structure is followed by: PLC-beta3 inh	DDE Tn6 FP inh	ADAM17 inh	PLC-gamma1 inh	SIAE primary	ASAP1 GAP inh	DDE Tn7 FP inh	ADAM10 inh	TDP2 absorb	ARFGAP1 inh
Cc1c(C(=O)N2CCN(C(=O)c3ccco3)CC2)sc2nc(-c3ccc(F)cc3)cn12
    0	8	-2	1	4	9	5	-1	-2	-12
CC(C)c1cc(=O)oc2c3c4c(cc12)CCCN4CCC3
    i	-1	-403	i	-4	-9	3	i	-3	-4
CN1CCN(S(=O)(=O)c2ccc(-c3ccc(Cl)cc3)cc2)CC1
    4	3	-1	-4	2	0	0	1	-7	-9
Cc1cc2cc(C)c3nnc(SCC(=O)Nc4ccc(S(=O)(=O)N5CCCCC5)cc4)n3c2cc1C
    1	9	1	5	7	-1	8	-1	-6	6

# (further entries)
SMILES,PLC-beta3 inh,DDE Tn6 FP inh,ADAM17 inh,PLC-gamma1 inh,SIAE primary,ASAP1 GAP inh,DDE Tn7 FP inh,ADAM10 inh,TDP2 absorb,ARFGAP1 inh
COc1ccc(Nc2c3c(nc4c(-c5ccccc5)c(C)nn24)CCC3)cc1,-9,2,3,-9,-2,-1,-5,3,-11,-3
CCC1=Nc2cc(C(=O)NCCCOC)ccc2Sc2ccccc21,-3,6,1,1,6,6,-2,4,13,2
COc1ccc(NC(=O)c2ccco2)cc1NC(=O)c1ccccc1F,-1,-3,-1,2,-1,8,-2,5,16,3
Cc1ccccc1Cc1ccc(Cl)nn1,1,0,1,-1,-10,-8,-4,2,-2,8
COc1ccc(OC)c(N(CC(=O)Nc2cccnc2)S(C)(=O)=O)c1,4,2,-2,4,5,9,9,2,4,-2
CN(CC(=O)NCc1ccc2c(c1)OCO2)S(=O)(=O)c1ccc(Br)s1,1,-2,-2,4,4,10,-3,6,-3,0

# Compound activity (PubChem)
